# RTF Ca sens act = increases calcium sensitivity of human cardiac regulated thin filaments. P19429+P45379. IANBD-labeled TnC RTF fluorescence at EC20 calcium; 0% EC20 calcium, 100% full calcium. activation, % at 7.2 µM. 340,000 tested, 0.24% active. AID 493008;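 active = activation above the mean over all tested compounds plus 3 SD, cut at about 30% in these data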;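 note: rise in fluorescence read as greater calcium sensitivity of cardiac thin filaments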
# DAGLB inh = diacylglycerol lipase beta (human) inhibition; HEK293T DAGLB membrane lysate, EnzChek fluorogenic substrate; inhibition, % at 5.17 µM; Q8NCG7; 340,000 tested, 0.059% active; in the data active = inhibition above about 34%;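 note: 0% = enzyme with vehicle and 100% = wells lacking enzyme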
# LANA DNA inh = inhibitors of KSHV LANA C-terminal domain DNA binding; MBP-C-LANA/FAM-LBS DNA binding, fluorescence polarization; inhibition, % at 9 µM; 340,000 tested, 0.078% active; AID 504423;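 active = highest replicate inhibition at or above 60% at 9 µM, even if other replicates fall short; inactive = all replicates below 60% inhibition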;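 note: 0% = neutral control wells and 100% = 4 µM acridine orange control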
# Keap1 Nrf2 FP = disrupts human Keap1 binding to Nrf2 peptide. Keap1 Kelch-Nrf2 peptide fluorescence polarization, 1536-well. inhibition, % at 9.4 µM. 340,000 tested, 0.15% active. AID 504523; in the data active = inhibition above about 12%;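 note: human Keap1 Kelch domain with fluorescein labeled Nrf2 9mer peptide probe; 0% = neutral control wells and 100% = peptide positive control; higher means more block of Keap1 binding to Nrf2 peptide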
# Target sequence (Q14145 whole entry, looked up, the tested form may be a part): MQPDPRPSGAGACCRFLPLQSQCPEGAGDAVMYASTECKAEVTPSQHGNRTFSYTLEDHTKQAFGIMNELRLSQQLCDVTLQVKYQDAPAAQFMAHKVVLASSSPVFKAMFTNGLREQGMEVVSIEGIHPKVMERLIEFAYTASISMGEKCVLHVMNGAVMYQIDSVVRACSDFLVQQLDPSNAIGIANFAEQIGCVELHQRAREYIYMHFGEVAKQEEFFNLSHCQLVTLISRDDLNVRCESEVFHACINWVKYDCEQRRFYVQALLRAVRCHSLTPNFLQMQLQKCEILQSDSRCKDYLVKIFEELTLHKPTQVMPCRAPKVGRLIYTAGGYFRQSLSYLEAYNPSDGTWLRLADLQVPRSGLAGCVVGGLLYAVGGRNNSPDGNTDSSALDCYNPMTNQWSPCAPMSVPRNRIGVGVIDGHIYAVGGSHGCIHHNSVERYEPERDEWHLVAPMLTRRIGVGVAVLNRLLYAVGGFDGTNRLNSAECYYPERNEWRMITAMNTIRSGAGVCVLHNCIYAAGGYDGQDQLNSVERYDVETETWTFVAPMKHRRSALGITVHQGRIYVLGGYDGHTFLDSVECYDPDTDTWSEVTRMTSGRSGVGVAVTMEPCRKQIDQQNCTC
# RTF Ca sens inh = cardiac RTF calcium desensitization | P19429+P45379 | IANBD-labeled cardiac RTF, Ca2+ fluorescence | inhibition, % at 7.15 µM | 340,000 tested, 0.12% active | AID 493244;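 active = inhibition above the mean inhibition of all tested compounds plus 3 SD, cut at about 17% in these data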;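 note: assay run at fixed EC70 calcium of 1.6 mM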
# CAL PDZ FP-1 = human CAL PDZ-peptide interaction inhibition. Q9HD26. purified CAL PDZ, TMR-peptide fluorescence polarization, 1 h. inhibition, % at 20 µM. 330,000 tested, 0.02% active. AID 504414;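 active = highest replicate inhibition of at least 40%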;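 note: plate controls were DMSO neutral control wells for no effect and unlabeled competitor peptide control wells for full effect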
#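 Material: tagged CAL PDZ domain; buffer or medium: 25 mM sodium phosphate pH 7.4, 150 mM NaCl, TCEP, IgG, Thesit; compound dosing: single point, 20 µM; schedule: 1 h incubation at room temperature before polarization reading; measured by: FP readout, S and P plane fluorescence; read-out basis: percent inhibition from loss of millipolarization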
# PKA-R2B activ = activators of human PKA-R2B complex; 340,000 tested, 0.079% active; P22694+P31323; PKA-R2B holoenzyme dissociation, Cy5-IP20 fluorescence polarization; R2B truncated from residue 108, S112A mutant; 0% DMSO only, 100% 113 µM cGMP; activation, % at 11.4 µM;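 active = activation above a cutoff set at the mean over all compounds plus 3 SD, cut at about 18% in these data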;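 note: higher means more holoenzyme dissociation and a rise in polarization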
# Rtt109 HAT inh = inhibitors of Candida albicans Rtt109/Vps75 histone acetyltransferase; Q5AAJ8; AID 540336; purified Rtt109/Vps75, ThioGlo CoA-SH fluorescence, 4 h; inhibition, % at 34.9 µM; 330,000 tested, 0.16% active;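 active = inhibition of at least 50% in every replicate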
# Target sequence (Q5AAJ8 whole entry, looked up): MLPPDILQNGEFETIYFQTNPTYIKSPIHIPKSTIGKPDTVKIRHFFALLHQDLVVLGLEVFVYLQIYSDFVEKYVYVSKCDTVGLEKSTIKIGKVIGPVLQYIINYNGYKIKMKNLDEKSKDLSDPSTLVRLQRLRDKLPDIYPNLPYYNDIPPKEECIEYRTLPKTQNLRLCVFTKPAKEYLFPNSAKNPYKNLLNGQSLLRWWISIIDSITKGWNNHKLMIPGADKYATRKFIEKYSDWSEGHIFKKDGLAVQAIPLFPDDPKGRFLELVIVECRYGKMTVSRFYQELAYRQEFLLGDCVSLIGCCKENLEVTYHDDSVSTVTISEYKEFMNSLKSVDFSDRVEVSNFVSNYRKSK
# SR-BI DiI-HDL act = activators of SR-BI mediated HDL lipid uptake | CHO ldlA[mSR-BI] cells, DiI-HDL uptake fluorescence, 3 h; 100 = double the neutral-control signal | activation, % at 12.5 µM | 320,000 tested, 0.096% active | AID 504775;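 active = mean replicate activation of at least 60% and every replicate at or above 60%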;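 note: 0% = median plate neutral-control signal and 100% = twice that signal; values of inactives mirror those of a sister screen read the other way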
#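 material = CHO ldlA[mSR-BI] cells | medium = Ham's F12 with 0.5% BSA, HEPES 25 mM, pH 7.4 | reagent = fluorescent DiI-HDL, 10 µg/mL final | compound dosing = single-point compound dose | incubation = 3 h, 37 °C | measured by = bottom-read fluorescence, 550/595 nm | measure = HDL uptake via cellular fluorescence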
# CAL PDZ FP-2 = CAL PDZ (human) peptide binding inhibition | Q9HD26 | purified CAL PDZ, TMR-peptide fluorescence polarization, 1 h | inhibition, % at 24.9 µM | 300,000 tested, 0.92% active | AID 602252;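 active = mean inhibition of at least 30% with at least half of replicates also reaching 30%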;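 note: 0% = DMSO neutral control and 100% = excess unlabeled competitor peptide PRC23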
# * hit, by the source's call; . = not tested or not shown; + = active, no number.
structure,RTF Ca sens act,DAGLB inh,LANA DNA inh,Keap1 Nrf2 FP,RTF Ca sens inh,CAL PDZ FP-1,PKA-R2B activ,Rtt109 HAT inh,SR-BI DiI-HDL act,CAL PDZ FP-2
C/C(=N\NC(=O)c1ccccc1C)c1cccc([N+](=O)[O-])c1,-2,-1,-2.0,-1,-14,0.1,-3,5,-25,-2
CCOc1ncccc1C(=O)Nc1ccc(Cl)c(S(=O)(=O)N2CCCC2)c1,-1,-4,0.9,-6,-2,-1.2,-11,6,-31,-3
Cc1ccc(-n2c(Cc3cccc4ccccc34)n[nH]c2=S)c(C)c1,-3,10,-1.3,1,4,-1.4,-2,16,8,.
CN(C)CCO/N=C(\c1ccc(Br)cc1)c1cccnc1,-1,2,1.1,1,0,0.6,13,4,12,-4
Cc1ccc2cc3c(nc2c1)N(Cc1ccco1)CC3,4,-6,0.3,-7,-5,-0.2,-5,0,-36,-4
CSc1ccc(CN(C)CC(=O)N(C)CC(=O)Nc2ccccc2Br)cc1,-3,-2,-1.9,-2,3,0.0,3,6,-7,0
CC(C)CC(NC(N)=O)C(=O)OCC(=O)Nc1ccc(SC(F)F)cc1 (stereo not drawn),0,-1,-1.5,-2,-4,-0.7,1,2,-11,-1
CC(=O)Cc1nsc(NC(=O)c2ccc(COc3ccc(C)cc3)o2)n1,0,3,5.2,1,-4,-2.7,-4,.,-13,-3
O=C(NNC(=O)C1CCN(Cc2ccccc2)CC1)c1cccc(Cl)c1,0,-2,2.6,3,7,1.3,-6,-4,20,-5
COC(=O)CSc1nnc(CNS(=O)(=O)c2ccc(Cl)cc2)n1C,3,0,2.0,0,-5,-1.4,-10,-8,7,0
COc1ccc(-c2cc(C(=O)NCCCN3CCCC3=O)c3ccccc3n2)cc1,11,-3,-1.1,-6,-1,-2.6,3,-2,-62,-2
Cc1[nH]n(-c2ccccc2)c(=S)c1C=NCCCN=Cc1c(C)[nH]n(-c2ccccc2)c1=S,1,1,1.4,-1,-10,-2.0,-1,14,19,-7
CC(C)(C)NC(=O)Cn1nnnc1-c1nonc1N,-7,-1,1.1,4,-2,-0.6,6,-7,13,-2
O=C(C1CCN(S(=O)(=O)c2ccc(Br)s2)CC1)N1CCN(C2CCCCC2)CC1,-2,3,-0.3,0,-6,-0.7,8,5,-4,-2
O=C(COc1ccc([N+](=O)[O-])cc1)Nc1ccc2[nH]c(=O)[nH]c2c1,1,2,0.5,-2,-14,-1.4,0,1,30,2
CCCCc1c(C)nc(N)[nH]c1=O,0,-6,3.2,-1,-8,0.2,-4,0,10,0
Cc1cc(CNC(=O)C2CCC(=O)N(Cc3cccc(C(F)(F)F)c3)C2)no1 (stereo not drawn),-6,1,-0.5,-1,2,-0.4,2,2,12,-3
Cc1cc(C)c(N)c(C(=O)O)c1,0,-2,0.7,4,3,0.5,14,-3,7,3
CSCCC(NC(=O)c1ccccc1Br)C(=O)NNC(=O)c1ccncc1 (stereo not drawn),-4,3,-0.8,-2,8,-0.2,-6,-8,9,-2
CCCCC(=O)NC(c1ccccc1)c1ccc2cccnc2c1O (stereo not drawn),3,17,.,0,-5,-0.1,-11,-4,-13,.

# Arranged by molecular weight (rising): some entries from above.
structure,RTF Ca sens act,DAGLB inh,LANA DNA inh,Keap1 Nrf2 FP,RTF Ca sens inh,CAL PDZ FP-1,PKA-R2B activ,Rtt109 HAT inh,SR-BI DiI-HDL act,CAL PDZ FP-2
CCCCc1c(C)nc(N)[nH]c1=O,0,-6,3.2,-1,-8,0.2,-4,0,10,0
Cc1ccc2cc3c(nc2c1)N(Cc1ccco1)CC3,4,-6,0.3,-7,-5,-0.2,-5,0,-36,-4
Cc1ccc(-n2c(Cc3cccc4ccccc34)n[nH]c2=S)c(C)c1,-3,10,-1.3,1,4,-1.4,-2,16,8,.
CN(C)CCO/N=C(\c1ccc(Br)cc1)c1cccnc1,-1,2,1.1,1,0,0.6,13,4,12,-4
CC(C)CC(NC(N)=O)C(=O)OCC(=O)Nc1ccc(SC(F)F)cc1 (stereo not drawn),0,-1,-1.5,-2,-4,-0.7,1,2,-11,-1
COC(=O)CSc1nnc(CNS(=O)(=O)c2ccc(Cl)cc2)n1C,3,0,2.0,0,-5,-1.4,-10,-8,7,0
COc1ccc(-c2cc(C(=O)NCCCN3CCCC3=O)c3ccccc3n2)cc1,11,-3,-1.1,-6,-1,-2.6,3,-2,-62,-2
CCOc1ncccc1C(=O)Nc1ccc(Cl)c(S(=O)(=O)N2CCCC2)c1,-1,-4,0.9,-6,-2,-1.2,-11,6,-31,-3
CSc1ccc(CN(C)CC(=O)N(C)CC(=O)Nc2ccccc2Br)cc1,-3,-2,-1.9,-2,3,0.0,3,6,-7,0
CSCCC(NC(=O)c1ccccc1Br)C(=O)NNC(=O)c1ccncc1 (stereo not drawn),-4,3,-0.8,-2,8,-0.2,-6,-8,9,-2
Cc1[nH]n(-c2ccccc2)c(=S)c1C=NCCCN=Cc1c(C)[nH]n(-c2ccccc2)c1=S,1,1,1.4,-1,-10,-2.0,-1,14,19,-7

# (cont.)
structure,RTF Ca sens act,DAGLB inh,LANA DNA inh,Keap1 Nrf2 FP,RTF Ca sens inh,CAL PDZ FP-1,PKA-R2B activ,Rtt109 HAT inh,SR-BI DiI-HDL act,CAL PDZ FP-2
CCOC(=O)c1[nH]c(C)c(/C(O)=C2\C(=O)C(=O)N(CCN(C)C)C2c2ccco2)c1C (stereo not drawn),3,2,1.3,0,-4,-0.1,-10,-8,1,22
COc1ccc(F)cc1S(=O)(=O)n1nnc2ccccc21,8,2,-0.2,-5,8,-2.0,-2,0,19,-6
CC1(C)CC(NC(=O)C2CCC(=O)N(C3CC3)C2)CC(C)(C)C1 (stereo not drawn),4,1,0.5,0,-3,-0.8,-5,-1,11,-11
CC(C)Oc1ccc(C(=O)CCN2CCOCC2)cc1,-2,2,1.2,-23,2,1.2,-5,10,25,-3
C(=N\Nc1ccccc1)/c1ccc(N2CCOCC2)cc1,4,-2,-0.3,-7,-6,0.1,-6,-3,-54,-1
O=C(c1ccsc1)N1CCCC(N2CCN(c3ccccc3F)CC2)C1 (stereo not drawn),-5,2,0.8,0,2,-0.9,-6,11,24,-8
CC1CCCC(NC(=O)COC(=O)[C@@H]2CC(O)CN2S(=O)(=O)c2ccc3c(c2)OCCO3)C1C (stereo partly drawn),1,0,1.3,-2,21*,-2.1,6,-10,10,-2
C=C1CCC[C@]2(C)C[C@H]3OC(=O)C(CN4CCCCC4CO)[C@H]3CC12 (stereo partly drawn),-2,-3,1.2,-5,-4,-1.2,11,-6,-5,.
CC(=O)NC(c1cccs1)c1cc(Cl)c2ccccc2c1O (stereo not drawn),-3,-1,1.6,-1,7,0.7,-8,-13,-23,-5
CCCCC(=O)Nc1nnc(CCc2ccccc2)s1,-6,-1,1.6,2,-3,-0.3,3,3,9,0
CC(C)C(NC(=O)c1ccco1)C(=O)OCC(=O)c1ccccc1 (stereo not drawn),-4,-2,-0.1,4,0,-1.8,-10,1,-1,-2
c1ccc(OCCN2CCNCC2)cc1,-4,2,-0.7,0,-9,0.4,2,1,.,1
N#Cc1ccccc1/C=C/C(=O)N1CCOCC1,5,2,0.5,-1,-2,-1.8,-8,-21,-3,-2
Oc1ccccc1-c1nc(NCCN2CCOCC2)c2ccccc2n1,-4,-2,-0.4,4,1,1.2,-1,13,-25,-2
CCc1cc(CNC(=O)CCc2nnc(Cc3cccc(C)c3)o2)on1,4,-1,-0.3,-1,1,0.1,-10,3,18,0
O=C(CN1C(=O)NC2(CCSC2)C1=O)NCc1ccccc1 (stereo not drawn),-5,2,-0.2,-4,6,-1.4,-5,-11,9,-2
COCC1CCN(C(=O)c2ccc3oc(CCCc4ccccc4)nc3c2)C1 (stereo not drawn),-1,1,0.4,-3,3,+,-5,8,1,-3
CCOCC(=O)OCC(=O)Nc1cc(OC)c([N+](=O)[O-])cc1C,-2,-1,-4.2,3,2,-0.2,5,4,11,5
O=c1[nH]c(CSc2ncc(C(F)(F)F)cc2Cl)nc2ccccc12,-2,-1,0.4,3,-3,-0.3,1,1,-2,-1
CCc1ccc(N(CC(=O)N2CCN(Cc3ccccc3)CC2)S(C)(=O)=O)cc1,1,2,-3.0,-2,-6,-0.3,9,0,-1,-1
CCOC(=O)N/N=C(\C)c1ccc(C)o1,5,3,-0.1,-11,-2,.,-6,2,4,-8
CCc1nc2ccccc2c(C(=O)OCC(=O)Nc2cccc(S(=O)(=O)N3CCOCC3)c2)c1C,-4,-3,0.3,1,-1,.,-1,20,-8,3
CCCOc1ccc(Cl)cc1CN1CCOCC1,-3,-2,1.3,2,-5,-0.9,1,6,4,1
Cc1ccc(S(=O)(=O)Cn2nnnc2CN2CCN(Cc3ccc4c(c3)OCO4)CC2)cc1,3,-3,-0.7,-2,-16,-3.2,6,-1,-14,-2
COc1ccc(CC(=O)Nc2sc3c(c2C#N)CC(C)(C)NC3(C)C)cc1OC,1,0,1.7,0,-6,.,2,-2,20,-1
CCC1(C)Cc2c(C#N)c(N)n(N)c(=S)c2CO1 (stereo not drawn),-8,3,0.7,-5,-1,-4.0,-11,19,-10,-1
OCCCNc1nccc(-c2cc(Nc3cccc(Cl)c3)ncn2)n1,-2,-3,0.8,-5,-5,-3.6,-7,0,-61,3
COC(CNC(=O)c1cc(-c2ccncc2)nc2ccc(S(=O)(=O)N3CCOCC3)cc12)OC,3,0,1.2,-9,-5,-2.2,-6,0,19,-3
OC(CNCc1ccc(Cl)cc1)(c1ccccc1)c1ccc(F)cc1 (stereo not drawn),-2,-11,-1.0,-6,4,-1.1,-13,-5,7,-1
O=C(Cc1cccc(NC(=O)C2CCCN(C(=O)C3CC3)C2)c1)Nc1ccc(C(=O)N2CCCCC2)cc1 (stereo not drawn),-4,-1,0.4,0,0,0.6,-11,-11,-75,-1
O=C(Oc1ccc(Cl)c(Cl)c1)C1=CC=CN2CCS(=O)(=O)N=C12,5,1,-1.6,-2,-6,0.8,-5,8,24,-2
CCN(CC)S(=O)(=O)c1cccc(NC(=O)COC(=O)CCC(=O)c2ccc(F)cc2)c1,-1,0,-1.4,0,-4,-2.5,6,16,6,-2

# Source: PubChem (several laboratories)

# Hits appear at their usual frequency; about 1.6% have a hit in one of these screens.
